Screening data as filed in PubChem.
CYP2C9 inh – blockers of cytochrome P450 2C9 activity – biochemical, luminescence, ADME assay, primary screen | P11712 | CYP2C9 Supersomes, luciferin-H conversion | inhibition, % at 5 µM | actives 20% (n = 96,000) | AID 777, 2007;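 active means blocking of liver enzyme CYP2C9 beyond about 50% at 5 µM, limit read from the data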; further: values of inactives mirror those of a sister screen read the other way
E coli WT exp – growth inhibitors of wild-type E. coli, primary screen, strain BW25113, expanded library, OD600; OD600 absorbance; growth inhibition, % at 100 µM; actives 0.15% (n = 98,000); AID 710, 2007;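 active means growth inhibition above about 50% at one test dose, limit read from the data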;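 further: growth measured after 20 h incubation at 37 °C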
PostGolgi yeast – phenotypic screen on post-Golgi transport, primary screen. post-Golgi transport phenotypic cell assay. inhibition, % at 10 µM. actives 0.9% (n = 98,000);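 further: yeast cells grown in 1536-well plates; yeast grown about 18 h at 30C before absorbance read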
PTPN22 act – LYP phosphatase activators, primary screen, biochemical, DiFMUP fluorescence, 2 µM; Tyrosine-protein phosphatase non-receptor type 22 (Homo sapiens), Q9Y2R2; recombinant LYP; 0 = plate median, 100 = signal doubled; activation, % at 2 µM; actives 0.11% (n = 96,000); AID 697, 2007;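 active means activation at 2 µM above a set limit, the mean plus 5 SD, cut at about 37% in these data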
DAT uptake mod – changed hDAT dopamine uptake under cocaine IC80, either direction, primary screen, cocaine antagonist project, cell-based, LLC-PK1 hDAT, [14C]-dopamine uptake, MLSMR; Sodium-dependent dopamine transporter (Homo sapiens), Q01959; LLC-PK1 hDAT cells, [14C]-dopamine uptake with cocaine IC80; actives deviate in either direction; B-score at 10 µM; actives 1.3% (n = 110,000); AID 449768, 2010;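 active means Z score or B-score, a plate-position-corrected score, falls beyond the plate's 99.7% confidence bounds, in either direction; inactive means both scores lie inside the 99.7% bounds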;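 further: scored against the spread of the other compound wells on the same plate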
PTK2B oligo ant – antagonists of Pyk2 self-association, primary screen, Q293 cells, FERM NanoBiT luminescence, HTS | active compounds read low | AID 1347419, 2020 | actives 0.83% (n = 99,000) | z-score (the deposit names both 25 µM and 10 µM) | Protein-tyrosine kinase 2-beta (Homo sapiens), Q14289;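 active means Z-score of -3 or lower, scaled per plate to the spread of control and sample wells; inactive means z-score above -3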;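 further: negative z-score means lost luminescence so less FERM oligomerization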
Target sequence (Q14289 whole entry, looked up): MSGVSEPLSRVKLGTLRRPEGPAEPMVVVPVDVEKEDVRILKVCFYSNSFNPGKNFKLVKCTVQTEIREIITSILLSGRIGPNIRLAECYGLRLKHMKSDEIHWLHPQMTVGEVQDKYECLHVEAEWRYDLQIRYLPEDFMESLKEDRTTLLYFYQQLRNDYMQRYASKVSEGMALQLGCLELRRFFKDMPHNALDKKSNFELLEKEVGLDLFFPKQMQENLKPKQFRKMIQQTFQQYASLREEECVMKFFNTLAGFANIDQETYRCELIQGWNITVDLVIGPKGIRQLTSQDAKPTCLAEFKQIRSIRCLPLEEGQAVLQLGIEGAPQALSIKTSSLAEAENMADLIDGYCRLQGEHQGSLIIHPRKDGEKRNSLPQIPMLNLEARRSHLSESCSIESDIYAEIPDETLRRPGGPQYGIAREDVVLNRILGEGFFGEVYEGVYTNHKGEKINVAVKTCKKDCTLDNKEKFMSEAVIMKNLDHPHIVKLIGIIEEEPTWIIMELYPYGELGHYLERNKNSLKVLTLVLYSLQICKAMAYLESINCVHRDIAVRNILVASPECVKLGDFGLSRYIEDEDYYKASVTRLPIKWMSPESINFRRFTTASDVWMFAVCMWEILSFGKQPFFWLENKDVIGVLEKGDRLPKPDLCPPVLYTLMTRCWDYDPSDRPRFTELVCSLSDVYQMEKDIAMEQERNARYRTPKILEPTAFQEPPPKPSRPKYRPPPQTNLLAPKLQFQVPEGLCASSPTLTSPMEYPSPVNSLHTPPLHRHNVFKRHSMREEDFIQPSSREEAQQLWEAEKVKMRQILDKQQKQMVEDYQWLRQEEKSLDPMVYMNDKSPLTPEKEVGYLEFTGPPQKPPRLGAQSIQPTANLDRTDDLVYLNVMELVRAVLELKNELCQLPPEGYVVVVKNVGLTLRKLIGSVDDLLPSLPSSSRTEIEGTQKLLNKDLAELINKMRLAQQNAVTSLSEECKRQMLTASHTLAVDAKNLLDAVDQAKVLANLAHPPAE
PostGolgi ctrl – growth inhibition of yeast control strain, primary screen, counter-screen for post-Golgi transport modulator project; inhibition, % at 10 µM; actives 5% (n = 98,000); efflux-deficient yeast background strain, growth absorbance A615, 16 h; AID 738, 2007
PTPN22 inh 2 – PTPN22 phosphatase inhibitors, primary screen, biochemical, DiFMUP fluorescence, 2 µM. recombinant LYP catalytic domain. inhibition, % at 2 µM. actives 0.21% (n = 96,000). AID 640, 2007;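 active means inhibition at 2 µM at or above a set limit, the screen mean plus 3 SD, cut at about 24% in these data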;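 further: 0% = DMSO with enzyme and 100% = enzyme fully blocked by orthovanadate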
CYP2C9 act – human CYP2C9 activators, primary screen, biochemical, luminescence; recombinant CYP2C9, luciferin-H conversion; active compounds read high; factor 1 = untreated enzyme, 0 = blocked; activation factor at 5 µM; actives 1.4% (n = 96,000); AID 1024, 2008;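 active means activation factor of 2 or more for CYP2C9 at a 5 µM dose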;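 further: 0 = sulfaphenazole-blocked wells and 1 = vehicle-only wells; values of inactives mirror those of a sister screen read the other way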
The depositor's hits bear a star; . = no result given. Unless noted, no stated cut-off is given here; in the data, active means inhibition above about 30%; inactive means the rest.

SMILES	CYP2C9 inh	E coli WT exp	PostGolgi yeast	PTPN22 act	DAT uptake mod	PTK2B oligo ant	PostGolgi ctrl	PTPN22 inh 2	CYP2C9 act
O=[N+]([O-])c1ccc2c(c1)C(N1CCOCC1)/C(=C/COc1ccc(F)cc1)O2 (centres undefined)	54.0*	-6.0	2.0	-3.0	1.9	-0.46	8.0	6.6	0.5
Cc1ccc(SCC(=O)N2CC(C)OC(C)C2)cc1 (centres undefined)	29.6	-1.0	-2.9	-8.1	-0.076	0.99	4.7	11.4	0.7
Cc1ccc(-c2noc(CCC(=O)NCCCN3CCN(c4ccc(F)cc4)CC3)n2)cc1	69.5*	5.0	-2.7	4.9	0.804	2.26	7.3	-6.4	0.3
O=C(CSC1=NCCS1)NC1CCCC1	0.3	10.0	-9.6	7.2	0.222	0.15	28.5	-4.1	1
CCOc1ccc(-c2nc(C#N)c(NCc3ccc4c(c3)OCO4)o2)cc1	27.6	-11.0	-8.0	-8.5	0.114	.	-10.5	7.5	0.7
CCc1ccccc1Nc1nc(N)nc(CSCC(=O)c2cc(C)n(C)c2C)n1	66.2*	0.0	-3.3	-3.8	0.336	-0.26	28.1	1.2	0.3
NC(=O)C1CCN(C(=O)N2c3ccccc3Sc3ccccc32)CC1	1.8	6.0	3.8	-1.0	-0.327	-0.43	2.1	-2.4	1
COc1ccc2c(Cl)c(C(=O)NCc3ccco3)sc2c1	-31.6	0.0	-10.7	-0.8	0.968	0.32	21.3	-0.9	1.3
CC(C)NC(=O)COc1ncnc2sccc12	-16.1	1.0	1.9	0.9	-1.5	2.96	1.8	0.8	1.2
CCN(CC)C(=O)N1c2ccccc2C=Cc2ccccc21	41.3	7.0	0.8	-6.3	-0.59	-1.22	26.1	5.2	0.6
CCOc1ccc(CCNC(=O)c2ccc(N3CCCC3=O)cc2)cc1OCC	10.0	10.0	21.0	2.9	-7.71*	1.6	2.8	-3.0	0.9
CCOc1ccc(/C(O)=C2/C(=O)C(=O)N(Cc3cccnc3)C2c2ccc(N(C)C)cc2)c(C)c1 (centres undefined)	20.8	-9.0	6.9	-5.7	0.988	0.68	8.1	2.7	0.8
COc1ccc(C(CC(=O)O)NC(=O)c2ccco2)cc1 (centres undefined)	-2.0	-12.0	-1.5	20.2	-0.00137	0.44	13.9	-23.5	1
CCCCn1c(NC(=O)c2ccccc2)nc2ccccc21	73.4*	15.0	0.6	-2.2	0.126	-1.52	22.9	3.3	0.3
Cc1ccc(-n2c(C)nc3oc4ccccc4c(=O)c3c2=O)cc1	12.8	3.0	-4.7	-7.6	0.569	-1.19	-2.9	6.4	0.9
O=C(NCCCN1CCOCC1)C1CC(=O)N(CCc2ccccc2)C1 (centres undefined)	-1.8	0.0	-2.2	-12.9	0.0021	0.08	-6.4	10.1	1
COc1cc(C(=O)N2CCN(C/C=C/c3ccccc3)CC2)cc(OC)c1C	67.7*	0.0	10.6	-14.4	0.651	-0.21	8.8	13.2	0.3
O=C1/C(=C/c2ccccc2)NC(=S)N1C(c1ccccc1)c1ccccc1	59.6*	-7.0	1.3	-0.5	-2.16	-0.67	-0.6	3.4	0.4
CCC1(C)Cc2c(sc3nn[nH]c(=O)c23)CO1 (centres undefined)	12.5	-13.0	2.9	4.5	-0.654	0.62	9.5	-5.5	0.9
Cn1c(=O)cc(OCCCC(=O)NCc2ccccn2)c2ccccc21	1.2	4.0	4.2	-1.9	1.44	1.08	-0.3	4.2	1
COC(=O)c1c(O)ccc(Oc2ccccc2)c1C(=O)OC	3.9	8.0	-10.7	.	0.0533	-0.05	13.7	.	1
CCOC(=O)C1CCCN(CCC(=O)Nc2c(C(=O)OC)[nH]c3cc(OC)ccc23)C1 (centres undefined)	0.0	1.0	14.3	5.3	0.0215	0.27	-3.7	-7.3	1
CCn1cc(C2=NOC(C(=O)Nc3cc(OC)c(Cl)cc3OC)C2)c(C)n1 (centres undefined)	-12.5	3.0	-1.0	-8.5	0.645	-0.18	4.1	6.1	1.1
CC(C)N(C)C1CCN(C(=O)Nc2ccc(Cl)cc2)CC1	5.9	2.0	-1.3	5.0	-0.231	-0.17	26.9	-7.2	0.9
O=c1c2ccsc2ncn1Cc1ccc(Cl)cc1	54.0*	9.0	1.1	3.5	0.0112	-0.99	0.0	-0.9	0.5
CCOc1ccccc1-n1nnnc1SCC(=O)NC(=O)NCc1ccco1	27.0	1.0	-1.9	.	1.79	0.62	24.9	.	0.7
CCOC(=O)c1cc(CC)sc1NC(=O)CCC(=O)O	24.0	-1.0	5.3	6.6	0.0161	0.22	9.2	-2.3	0.8
Cc1cc(=O)oc2ccc(OCC(=O)N(Cc3ccc(F)cc3)Cc3ccco3)cc12	89.2*	-17.0	-3.9	-3.9	1.17	1.02	44.1*	-0.5	0.1
COc1cccc(/C=N/NC(=O)c2ccc(OCc3cccc(Br)c3)cc2)c1	83.8*	-34.0	0.3	-17.2	1.32	0.64	11.8	19.1	0.2
COc1cccc(/C=N/NC(=O)c2cc(C34CC5CC(CC(C5)C3)C4)[nH]n2)c1	49.4	-7.0	-2.6	2.4	0.474	-1.55	66.1*	3.0	0.5
Cc1cc(C)nc(Sc2c(C)n[nH]c2C)n1	-57.0	-4.0	7.5	2.6	-0.961	2.56	2.7	-6.8	1.6
Cc1cc(OCC(=O)Nc2ccc3c(c2)OCCO3)ccc1Cl	14.8	5.0	-8.7	.	-0.745	1.16	-0.9	.	0.9
O=C(c1cc2nc(-c3ccco3)cc(C(F)(F)F)n2n1)N1CCN(c2ccccc2)CC1	71.6*	-7.0	0.2	-17.1	1.42	-0.55	12.3	14.2	0.3
COC(=O)CSc1nnc(-c2ccc(NS(=O)(=O)c3ccccc3)cc2)o1	94.2*	8.0	16.7	-7.2	0.362	0.36	-1.8	5.3	0.1
CCn1cc(/C=C2\SC(=O)N(CC(=O)Nc3ccc4c(c3)OCO4)C2=O)c2ccccc21	14.6	-4.0	-2.4	4.9	-0.046	-0.02	-1.5	0.6	0.9
Cc1n[nH]c(C)c1Cc1ccc(C(=O)O)cc1	-6.2	5.0	6.2	1.0	-0.0216	0.32	12.2	-4.6	1.1
COC(=O)c1ccc(COc2nc(C)cc(C)c2C#N)o1	23.5	0.0	-2.3	4.0	-0.2	-0.73	17.8	-8.4	0.8
CCCCCn1c(Sc2ccccc2)nc2c1c(=O)[nH]c(=O)n2C	3.1	-5.0	0.0	-8.5	-1.13	.	18.9	5.8	1
O=C(O)CCNS(=O)(=O)c1ccc(Oc2ccccc2)cc1	12.5	-22.0	-4.3	2.1	-0.438	0.74	4.7	0.3	0.9
CCn1c(COc2cc(C)cc(C)c2)nnc1SCC(=O)N1CCN(c2ccccc2)CC1	9.2	-6.0	-1.1	-15.7	-0.353	0.9	-5.7	18.7	0.9
COC(=O)CNC(=O)C1CCN(C(=O)OCc2ccccc2)CC1	-29.2	4.0	14.4	4.6	0.322	0.35	-1.9	-0.5	1.3
CNc1nc(NC)nc(-n2c(C(F)(F)F)nc3ccccc32)n1	63.8*	1.0	18.6	6.0	-0.658	-0.85	10.6	-9.4	0.4
c1ccc(-c2ccccc2-c2nc(-c3ccncc3)no2)cc1	73.6*	9.0	16.9	29.2	0.554	-0.34	56.1*	-36.0	0.3
O=C(CCc1ccc(S(=O)(=O)NC2CCCCC2)cc1)N(Cc1ccccc1)Cc1ccccc1	88.0*	-19.0	-5.7	-19.2	0.671	-0.1	26.4	23.4	0.1
CCS(=O)(=O)N1CCN(c2c(Cl)cccc2[N+](=O)[O-])CC1	39.6	-3.0	-3.7	-0.5	0.242	-1.09	4.6	4.4	0.6
Cc1cccc(C)c1OC(=O)CSc1nnc(-c2ccccc2)o1	.	.	.	1.3	0	-0.39	.	-0.8	.
O=C(NC1CCN(Cc2ccccc2)CC1)c1ccccc1F	7.8	4.0	1.7	6.3	0.122	-0.05	6.6	-5.1	0.9
CCn1c(C)c(C(C)=O)c(N2CCN(c3ccccc3)CC2)nc1=S	9.9	-2.0	1.0	-2.3	0.57	0.1	-11.5	3.3	0.9
CCN1C(=O)CC(n2c(C)nc3ccccc32)C1=O (centres undefined)	-12.2	-3.0	-6.8	-4.7	0.0476	0.51	0.0	4.5	1.1
COc1ccc(OC(C)C(=O)N2CC(C)OC(C)C2)cc1 (centres undefined)	0.2	-11.0	9.2	-15.1	-1.19	-0.04	8.8	10.2	1
CCOc1ccc(C(=O)Nc2ccc(S(=O)(=O)N3CCOCC3)cc2)cc1OCC	8.9	-1.0	-3.8	.	0.63	-1.12	19.7	.	0.9
O=S(=O)(/C=C/c1ccccc1)Nc1ccc(N2CCOCC2)cc1	83.1*	7.0	-1.4	1.9	1.11	-0.37	18.2	-3.9	0.2
CCC(=O)N1C(=O)CCN(C(C)=O)c2ccccc21	.	.	.	11.8	-0.0402	-0.28	.	-7.3	.
CCC(=O)N(C)/C=C1\Sc2ccccc2C1=O	10.0	3.0	8.9	-1.8	-0.572	-0.04	10.2	3.5	0.9
C/C(Cn1cnc([N+](=O)[O-])n1)=N\NC(=O)c1ccc(F)cc1	.	.	.	-2.6	-0.0273	0.77	.	0.9	.
COC(=O)c1nc(N)sc1-c1ccccc1	0.5	1.0	0.6	4.9	-0.0284	0.5	6.2	1.3	1
COc1ccc2[nH]c(=O)c(CNc3cccc(C)c3)cc2c1	38.4	-1.0	12.8	0.1	0.2	0.88	9.4	1.6	0.6
Cc1ccc(-c2nnn(CC(=O)NCc3ccccc3)n2)c(-n2cnnn2)c1	37.7	0.0	-4.9	-6.0	0.00257	-0.17	-0.6	3.6	0.6
CCN(CC)C(=O)C(Cc1ccccc1)N1C(=O)c2ccccc2C1=O (centres undefined)	52.8*	3.0	-5.5	7.1	-0.142	-0.19	11.7	-7.5	0.5
CCCCN(CCCC)c1ccc(C(=O)c2ccccc2C(=O)O)c(O)c1	64.3*	-5.0	-1.1	-11.3	2.23	1.08	3.9	14.3	0.4
CCOC(=O)N1CCC(N2CC34C=CC(O3)C(C(=O)Nc3ccc(C)cc3)C4C2=O)CC1 (centres undefined)	23.6	8.0	-9.3	-1.3	-0.471	.	-5.3	1.3	0.8
O=[N+]([O-])c1ccc2nc(-c3ccc(Cl)cc3)n(OCc3ccccc3)c2c1	17.8	-10.0	-0.3	-0.8	.	-3.08*	8.4	-0.1	0.8
CCCn1nnc(NC(=O)c2ccc(Cl)cc2Cl)n1	-23.6	4.0	26.0	-3.1	0.0422	0.51	4.4	2.0	1.2

An excerpt of these results, as a markdown table:
| SMILES | CYP2C9 inh | E coli WT exp | PostGolgi yeast | PTPN22 act | DAT uptake mod | PTK2B oligo ant | PostGolgi ctrl | PTPN22 inh 2 | CYP2C9 act |
| --- | --- | --- | --- | --- | --- | --- | --- | --- | --- |
| O=S(=O)(/C=C/c1ccccc1)Nc1ccc(N2CCOCC2)cc1 | 83.1* | 7.0 | -1.4 | 1.9 | 1.11 | -0.37 | 18.2 | -3.9 | 0.2 |
| CCC(=O)N1C(=O)CCN(C(C)=O)c2ccccc21 | . | . | . | 11.8 | -0.0402 | -0.28 | . | -7.3 | . |
| CCC(=O)N(C)/C=C1\Sc2ccccc2C1=O | 10.0 | 3.0 | 8.9 | -1.8 | -0.572 | -0.04 | 10.2 | 3.5 | 0.9 |
| C/C(Cn1cnc([N+](=O)[O-])n1)=N\NC(=O)c1ccc(F)cc1 | . | . | . | -2.6 | -0.0273 | 0.77 | . | 0.9 | . |
| COC(=O)c1nc(N)sc1-c1ccccc1 | 0.5 | 1.0 | 0.6 | 4.9 | -0.0284 | 0.5 | 6.2 | 1.3 | 1 |
